Screening data: PubChem, National Center for Advancing Translational Sciences (NCATS)
D2 antag: HTS Assay for Allosteric Antagonists of the Human D2 Dopamine Receptor: Primary Screen for Antagonists. D(2) dopamine receptor (Homo sapiens), P14416. HEK293 TREx D2 cells, calcium flux, dopamine EC80. inhibition, % at 10 µM. 2% of 340,000 active; in the data active means inhibition above about 30%; further: 0% is about no effect
Target sequence (P14416 whole entry, looked up): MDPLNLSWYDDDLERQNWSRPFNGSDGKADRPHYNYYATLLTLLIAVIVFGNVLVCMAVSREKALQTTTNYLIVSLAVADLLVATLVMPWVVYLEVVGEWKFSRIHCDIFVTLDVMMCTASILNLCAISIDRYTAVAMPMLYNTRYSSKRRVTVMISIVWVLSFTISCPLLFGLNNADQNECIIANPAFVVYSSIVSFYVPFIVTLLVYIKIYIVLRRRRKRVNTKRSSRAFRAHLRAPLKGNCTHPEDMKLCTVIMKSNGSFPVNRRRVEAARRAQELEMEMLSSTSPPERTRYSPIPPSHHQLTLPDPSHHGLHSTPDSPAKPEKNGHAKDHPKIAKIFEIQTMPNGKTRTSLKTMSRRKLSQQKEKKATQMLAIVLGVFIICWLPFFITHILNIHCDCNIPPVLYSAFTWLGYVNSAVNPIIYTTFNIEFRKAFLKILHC
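In this primary screen, negative modulation is detected by tracking calcium flux after an EC80 dopamine challenge in inducible HEK293 T-REx D2 cells preexposed to test compound for 180 s.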
D2 agonist: HTS Assay for Allosteric Agonists of the Human D2 Dopamine Receptor: Primary Screen for Agonists; D(2) dopamine receptor (Homo sapiens), P14416; HEK293 T-REx D2 cells, calcium flux agonist mode; activation, % at 2 µM; 0.53% of 340,000 active; AID 485358, 2010;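 active means activation over 3 SD above normal in the single-dose calcium agonist read, cut at about 30% in these data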; further: 0% is about no effect
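Tetracycline-induced HEK293 T-REx cells with force-coupled D2 receptor, plated overnight at 30 C, loaded with no-wash calcium dye. After a 10 s baseline, compound was pin-added and calcium flux read kinetically for 180 s; calcium rises flagged agonists.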
LDHA block: qHTS assay for inhibitors of human lactate dehydrogenase; L-lactate dehydrogenase A chain (Homo sapiens), P00338; purified LDHA, NADH/diaphorase-resazurin fluorescence; stronger effect = lower value; activity change, % (values are at about 110 or 230 µM); 0.15% of 480,000 active; AID 1347041, 2019; in the data active means activity change below about -30%; inconclusive means mostly about -25% to -30%;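 further: plate controls were DMSO wells for no effect and wells without enzyme for full effect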
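Human LDH5 at 2 nM final in Tris HCl pH 7.4 with 0.06 mM NADH and 0.2 mM pyruvate, reacted 5 minutes at room temperature. Remaining NADH coupled via diaphorase/resazurin; resorufin fluorescence read at 0 and 20 minutes, normalized to enzyme-free and DMSO wells.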
ERG-DNA inh: qHTS for Small Molecule Inhibitors of the ERG Ets/DNA interaction; 0.028% of 370,000 active; Transcriptional regulator ERG (Homo sapiens), P11308; fluorescence polarization, His-ERG Ets domain / labelled DNA; AID 624246, 2012; Potency, µM (top dose mostly 76.9 µM), without a hit: top-dose FP activity, negative = inhibition, usual class: inhibitors; active means well fitted inhibition curve with a large enough effect in the polarisation, with a control signal flat; inconclusive means small, poorly fitted or top-dose-only effect, or effect the other way, or a change in a side signal; inactive means no such curve, though single readings can be large or run the other way; the % refers to the polarisation;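 further: polarization taken with two DNA probes labelled with fluorescein and Texas red; potency means the concentration at half of the fitted maximal effect; % of control where 0% means no effect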
Target sequence (P11308 whole entry, looked up, the tested form may be a part): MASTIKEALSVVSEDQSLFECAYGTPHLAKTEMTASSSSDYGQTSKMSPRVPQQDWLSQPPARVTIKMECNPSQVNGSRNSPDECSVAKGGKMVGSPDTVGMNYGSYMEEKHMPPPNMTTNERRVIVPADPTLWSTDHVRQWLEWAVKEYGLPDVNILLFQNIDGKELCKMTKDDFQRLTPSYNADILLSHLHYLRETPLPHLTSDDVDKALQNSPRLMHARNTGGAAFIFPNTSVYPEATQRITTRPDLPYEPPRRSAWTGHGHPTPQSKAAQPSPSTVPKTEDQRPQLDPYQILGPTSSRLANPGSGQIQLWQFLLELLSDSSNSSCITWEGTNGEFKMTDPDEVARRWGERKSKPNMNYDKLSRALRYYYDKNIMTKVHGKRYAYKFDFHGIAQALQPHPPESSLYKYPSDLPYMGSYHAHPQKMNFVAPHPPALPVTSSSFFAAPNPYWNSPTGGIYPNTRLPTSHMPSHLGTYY
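His-tagged ERG Ets domain (1 uM in the protein solution; 300mM KCl, 50mM Tris-HCl, 1mM EDTA, 1mM DTT, pH 7.5) received compound, then a probe mix of 5 nM fluorescein-DNA and 100nM Texas-615-DNA. Fluorescence polarization was read for both dyes.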
GRP78 ERSR act: qHTS for Inducers of the Endoplasmic Reticulum Stress Response (ERSR) in Human Glioma: qHTS; U87-MG GRP78 promoter luciferase reporter, 16 h; Potency, µM, without a hit: at the highest dose activation, actives largely listed as activators; 0.02% of 420,000 active; further: potency means the concentration at half of the fitted maximal effect; series mostly up to about 76 µM; % of control where 0% means no effect; nearly all actives have a fitted effect of over 35% in size
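ERSR induction read as luciferase luminescence (Bright-Glo, 10 min at room temperature) in stably transfected human U87-MG glioma cells exposed to compounds for 16 h, using GRP78 as sensor.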
ALOX12 inh: Primary qHTS assay for inhibitors of human arachidonate 12S-lipoxygenase (ALOX12): Round 2; Polyunsaturated fatty acid lipoxygenase ALOX12 (Homo sapiens), P18054; Potency, µM (titrated, usually from 108 µM), for inactives: at the top dose activity change, negative = inhibition, most hits filed as inhibitors; 1.1% of 580,000 active; purified 12hLO, xylenol orange hydroperoxide absorbance; further: potency means the concentration at half of the fitted maximal effect; on the % scale 0 is the no-effect control and ±100 the full control effect
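Hydroperoxide product was detected by ferrous iron/xylenol orange as the 573 to 405 nm absorbance ratio. Arachidonic acid at 40 uM (final) was turned over for 30 min at room temperature by 150 nM human 12hLO, pH 7.0 Hepes buffer, after 15 min compound preincubation.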
Vif-A3F inh: qHTS for Inhibitors of Vif-A3F Interactions: qHTS | Potency, µM (series often up to 46.1 µM), inactives show at the highest dose activity, negative = active | AID 602313, 2012 | 0.2% of 390,000 active | HeLa A3F-eYFP + Vif (tagged APOBEC3F with the HIV-1 protein that degrades it), YFP fluorescence increase; further: potency means the concentration at half of the fitted maximal effect; % of control where 0% means no effect; nearly all actives have a fitted effect of over 65% in size
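Fluorescence increase (Ex 488/Em 500-530) after overnight compound treatment at 37 deg C flags inhibition of Vif-driven A3F-eYFP loss in stable HeLa A3F-eYFP/Vif cells seeded overnight beforehand.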
RGS4 inhibitor: Inhibitors of Regulator of G Protein Signaling (RGS) 4: qHTS. AID 504845, 2011. 0.039% of 390,000 active. Potency, µM (doses to about 114 µM), for inactives: top-dose activity change, negative = inhibition, usual class: inhibitors. Transcreener GDP fluorescence polarization, RGS4-accelerated GTP hydrolysis. Regulator of G-protein signaling 4 (Homo sapiens), P49798; further: potency means the concentration at half of the fitted maximal effect; on the % scale 0 is the no-effect control and ±100 the full control effect; nearly all actives have a fitted effect of over 75% in size; some results filed as inactive show a strong effect at the top dose
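MLSMR compounds (23 nl, pin-transferred) preincubated 10 min at room temperature with a 500nM (2x) first reagent, then RGS4 at 900nM (2x) plus Transcreener GDP mix added; fluorescence polarization (620/688 nm) read before and after 90 min at 30 °C.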
Vif-APOBEC3G blk: qHTS for Inhibitors of Vif-A3G Interactions: qHTS | HeLa A3G-eYFP + Vif (tagged APOBEC3G with the HIV-1 protein that degrades it), YFP fluorescence, overnight | 0.076% of 410,000 active | Potency, µM (series often up to 46.1 µM), without a hit: at the highest dose activity, negative = active, usual class: inhibitors | AID 602310, 2012;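 further: potency means the concentration at half of the fitted maximal effect; on the % scale 0 is the no-effect control and ±100 the full control effect; nearly all actives have a fitted effect of over 60% in size; hits raise eYFP signal because A3G escapes Vif-driven loss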
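HeLa cells stably expressing Vif and C-terminally eYFP-tagged A3G, seeded overnight at 37 deg C, then exposed to compound by pintool overnight at 37 deg C. Rise in yellow fluorescence (Ex 488/Em 500-530, Acumen) marks blocked Vif-driven A3G degradation.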
* marks the source's active call; other numbers are inactive results; ? = inconclusive; nt = not tested or not shown; [ ] = another dose, or the depositor's remark. Unless noted, the call rests on the fitted dose curve; in most records, active means well fitted curve in the direction sought with a large enough effect; inconclusive means small, poorly fitted or top-dose-only effect, or another doubt; inactive means no such curve, though single readings can be large; an effect the other way counts as inactive or inconclusive.

SMILES	D2 antag	D2 agonist	LDHA block	ERG-DNA inh	GRP78 ERSR act	ALOX12 inh	Vif-A3F inh	RGS4 inhibitor	Vif-APOBEC3G blk
COc1cc(OC)cc(-c2nc3nc(C)c(CCC(=O)Nc4ccc(C)cc4)c(C)n3n2)c1	nt	nt	3.3	5.9%	0.9%	-13.1%	3.4%	-3.8%	1.7%
C=C(C)C(=O)OCC(O)COc1ccc(C(C)(C)c2ccc(OCC(O)COC(=O)C(=C)C)cc2)cc1 (configuration not stated)	0.9	1.5	0.4	-4.7%	-0.3%	4.6%	-3.4%	-13.8%	1.0%
COc1ccc(N(CC(=O)NCCc2ccc(C)cc2)S(=O)(=O)c2c(C)nn(C)c2C)cc1	nt	-0.4	-8.1	-12.6%	-1.9%	-29.0%	-7.3%	1.0%	2.7%
COc1ccc(NC(=O)N(C)[C@H]2C[C@H]3c4[nH]c5ccccc5c4CCN3C(=O)[C@H]2[C@H](C)O)cc1	nt	nt	-10.9	nt	-4.3%	5.0%	-4.2%	nt	-6.7%
Cc1ccc(OCC(=O)NNC(=O)c2cc(S(=O)(=O)N(C)C)ccc2N2CCCC2)cc1	nt	nt	0.8	nt	-4.1%	14.3%	-1.6%	nt	-2.6%
C=CCc1ccc(OCCCOc2ccc(C(=O)O)cc2)c(OC)c1	10.5	-0.1	-13.0	-15.7%	6.7%	-7.2%	-11.6%	24.0%	0.4%
CCOc1ccc(S(=O)(=O)Nc2ccc3c(c2)CCCN3C(=O)c2cccs2)cc1	nt	-3.6	2.6	-6.8%	-3.1%	2.2%	-11.3%	-28.1%	-7.1%
Cc1ccc(F)cc1NC(=O)c1ccc2c(c1)OCO2	-14.3	-2.0	3.3	-1.1%	-3.0%	1.4%	-10.7%	19.6%	-1.2%
O=C(c1cc(-c2ccc(Cl)cc2)on1)N1CCOCC1	7.3	-0.5	-11.0	3.0%	-6.0%	24.9%	14.9%	19.2%	1.8%
C/C(Cn1nc([N+](=O)[O-])cc1C)=N\NC(=O)c1ccc(O)cc1O	2.0	1.0	0.3	2.0%	2.0%	?	-0.6%	-40.5%	1.8%
COc1ccc(NC(=O)NCCN2CCCCC2)cc1	-2.9	-0.4	-1.9	-1.9%	0.6%	-0.5%	6.4%	3.7%	0.1%
CCCCOc1ccc(/C=C(\C#N)C(=O)NC2CC2)cc1	nt	nt	4.4	3.1%	5.2%	?	-2.4%	-14.7%	-7.7%
Cn1c2ccccc2c2c(C(=O)N3CCN(c4cccc(C(F)(F)F)c4)CC3)cn(C3CCCCC3)c(=O)c21	nt	0.5	-0.9	2.9%	-0.5%	-12.7%	-6.3%	19.5%	7.0%
Cc1ccc(Nc2nc3c([nH]2)c(=O)[nH]c(=O)n3C)cc1	-0.6	0.1	3.9	4.4%	-2.4%	-41.2%	5.5%	-16.5%	-1.1%
O=C(C1CCCN(Cc2ccccc2Br)C1)N1CCCCC1 (configuration not stated)	-15.3	0.2	-13.1	-14.2%	-4.5%	?	5.8%	-12.5%	0.0%
C[C@@]12C(=O)N(CC3CC3)CC(=O)N1[C@H](C1CC1)[C@@H]1C(=O)N(c3ccccc3)C(=O)[C@@H]12	-4.2	0.0	-3.6	-2.8%	0.4%	-1.7%	3.1%	-8.3%	-3.4%
O=C(CNC(=O)c1ccco1)OCC(=O)c1ccc2c(c1)CCCC2	12.2	0.0	9.1	-5.0%	-1.2%	?	3.8%	-1.1%	-1.2%
Cc1ccc(S(=O)(=O)Nc2ccc3c(c2)CC(=O)N([C@H](C)CO)C[C@@H](C)[C@H](CN(C)Cc2ccc(-c4ccccc4)cc2)O3)cc1	nt	nt	2.1	-9.7%	5.4%	nt	?	4.2%	-2.1%
CCSc1nc2c(c(=O)[nH]1)C(c1cccnc1)C(C(=O)OC(C)C)=C(C)N2 (configuration not stated)	-7.1	1.0	-7.1	1.6%	-0.9%	0.0%	2.7%	-9.5%[11.4 µM]	-6.8%
CC1=C/C(=C/N(C)C)C(=O)O1	6.0	1.6	1.4	1.5%	-2.1%	-0.6%	-23.5%	-16.2%	1.9%
COc1ccc(C)cc1NC(=O)CCS(=O)(=O)c1cccc2nonc12	6.1	-0.7	-5.1	-4.4%	-1.7%	-1.6%	-24.7%	9.4%	0.7%
CCS(=O)(=O)Nc1ccc(-c2cc(-c3ccccc3)c3cc(C)ccc3n2)cc1	19.5	-1.6	-0.3	nt	0.7%	-24.6%	-0.5%	-14.5%	-1.7%
O=C(/C=C/c1cccs1)N1CCC2(CC1)Oc1ccc(Cl)cc1C(=O)C21CC(c2ccc(Cl)cc2)=NO1 (configuration not stated)	nt	nt	-14.8	-7.3%	-0.1%	-13.1%	-1.5%	2.0%	-3.4%
COc1ccc(C(C)=O)c(Oc2nc(CN3CCOCC3)nc3scc(-c4cccs4)c23)c1	5.7	-0.3	-1.5	-2.5%	-3.1%	-9.7%	6.3%	13.7%	-13.0%
Cc1nn(C(=O)N2CCOCC2)c(C)c1CN1C(=O)c2ccccc2C1=O	nt	nt	-3.2	-26.0%	3.5%	-1.3%	-6.7%	3.5%	-3.1%
COc1ccc(C(=O)N2CCCCCC2)cc1OC1CCN(C(C)C)CC1	6.8	-0.1	-1.3	-15.4%	-1.8%	-4.6%	2.3%	12.5%	0.6%
COC(=O)CCC(=O)OC1(C)C(=O)C2=CN(C3CC3)C(c3ccc(OC)cc3)=CC2=C(Br)C1=O (configuration not stated)	nt	nt	21.8	16.4%	-2.4%	?	-3.0%	-34.0%	3.0%
CCCn1ccc2c(OCC(=O)NCc3ccc(F)cc3)cccc2c1=O	nt	0.0	-2.1	1.8%	1.3%	-16.1%	-0.1%	10.0%	-0.3%
Cc1ccc(NC2OC(C(O)CO)C(O)C2O)cc1[N+](=O)[O-] (configuration not stated)	nt	nt	-1.4	-4.7%	-2.6%	25.3%	4.5%	-12.9%	-9.8%
C#CC(C)(C)NC(=O)c1ccccc1OC	-8.9	0.1	-2.1	3.6%	-5.7%	25.0%	-4.7%	-0.6%	-0.7%
Cc1cc(C)c2oc(-c3cccc(NC(=O)c4cc5ccccc5o4)c3)nc2c1	nt	-1.8	-4.1	-6.7%	-0.6%	-18.8%	3.5%	5.2%	-5.4%
CCOC(=O)c1cnc2c(ccc3ccccc32)c1Cl	3.9	0.3	-1.5	-2.8%	10.2%	4.0%	-10.3%	15.7%	-4.9%
COC(=O)c1ccc(C2C(C(=O)Nc3ccc(C)cc3C)=C(C)Nc3ncnn32)cc1 (configuration not stated)	3.0	0.6	-7.4	2.8%	-3.6%	-1.4%	-7.4%	30.9%	4.4%
O=C(NC1CCCC1)C(c1ccncc1)N(C(=O)Cc1cccs1)c1ccccc1 (configuration not stated)	2.4	-0.1	-5.3	0.0%	-8.4%	-9.5%	-5.3%	9.9%	4.8%
Cn1nnnc1SCC(=O)Nc1ncc(Cl)cc1Cl	-6.8	0.4	-2.0	2.9%	-3.6%	11.0%	-11.9%	11.9%	-1.4%
CC1(Oc2ccccc2-c2ccno2)CCN(Cc2csc3ccccc23)C1 (configuration not stated)	nt	nt	-6.8	nt	-2.4%	4.1%	nt	nt	-23.6%
Nc1c(-c2ccc(F)cc2)cnc2ncnn12	-3.5	0.2	-11.9	-0.1%	-0.4%	-7.6%	-2.4%	15.0%	0.0%
COc1ccc([C@@H]2C[C@H](c3ccccc3)Oc3cc(OC)c(OC)c(OC)c32)cc1	12.7	0.3	0.4	6.7%	-3.0%	-3.6%	-2.9%	16.1%	0.0%
O=C(Nc1cccc(F)c1)c1cc(-c2ccco2)nc2ccccc12	nt	nt	-4.5	2.6%	-2.2%	?	-5.3%	9.1%	0.2%
CCOc1ccccc1NC(C)C(=O)NC(=O)NC1CCCCC1 (configuration not stated)	-4.5	-0.3	4.5	-12.2%	-3.4%	107.3%[activator]	1.9%	6.1%	2.6%
COc1ccc(C2NC(=O)CS2)cc1 (configuration not stated)	10.1	0.5	-0.2	8.2%	-3.7%	-8.4%	-9.2%	-7.5%	-0.9%

This is a subset; count on the stated rates, not on these rows.
